Bioassay records (PubChem BioAssay)
S100A4 MyoIIA: S100A4-myosin IIA interaction inhibition. inhibition, % at 10.7 µM. P26447. S100A4/TAMRA-MyoIIA peptide fluorescence polarization. 360,000 compounds, 0.14% hits;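 active means mean inhibition of at least 70% across replicates, with every replicate also reaching that level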
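Test system – S100A4 monomer (human) · Compound – single-point compound testing · Schedule – 5 min incubation before reading · Probe or stimulus – TAMRA-labelled myosin IIA heavy-chain peptide probe, 5 nM · Benchmarks – neutral control DMSO, positive control TFP · Medium – Calcium-containing HEPES buffer, pH 7.2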
esBAF inh: blocks esBAF chromatin remodeling in mouse ES cells. Bmi1-luciferase knock-in reporter, 24 h; 100% = twice the neutral-well signal. reporter increase, % at 12.5 µM. 350,000 compounds, 2% hits; in the data active means activation above about 40%;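 further: 0% = median of the plate's neutral control wells and 100% = double that signal; a rise in the Bmi1 reporter signal indicates esBAF inhibition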
E-sel inducer: induces E-selectin expression in human endothelial cells; P16581; HUVEC E-selectin immunofluorescence imaging; normalized: neutral wells 0, TNF-alpha wells 100; 260,000 compounds, 0.37% hits; activation, % at 7.58 µM;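 active means mean E-selectin-positive cell signal at least 10% of the positive control, reached in at least 60% of replicates, without over 20% cell loss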;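 further: in these data hits start at about 27%; measured in HUVEC primary endothelial cells; signal is the percent of cells scored E-selectin positive by PE staining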
Target sequence (P16581 whole entry, looked up): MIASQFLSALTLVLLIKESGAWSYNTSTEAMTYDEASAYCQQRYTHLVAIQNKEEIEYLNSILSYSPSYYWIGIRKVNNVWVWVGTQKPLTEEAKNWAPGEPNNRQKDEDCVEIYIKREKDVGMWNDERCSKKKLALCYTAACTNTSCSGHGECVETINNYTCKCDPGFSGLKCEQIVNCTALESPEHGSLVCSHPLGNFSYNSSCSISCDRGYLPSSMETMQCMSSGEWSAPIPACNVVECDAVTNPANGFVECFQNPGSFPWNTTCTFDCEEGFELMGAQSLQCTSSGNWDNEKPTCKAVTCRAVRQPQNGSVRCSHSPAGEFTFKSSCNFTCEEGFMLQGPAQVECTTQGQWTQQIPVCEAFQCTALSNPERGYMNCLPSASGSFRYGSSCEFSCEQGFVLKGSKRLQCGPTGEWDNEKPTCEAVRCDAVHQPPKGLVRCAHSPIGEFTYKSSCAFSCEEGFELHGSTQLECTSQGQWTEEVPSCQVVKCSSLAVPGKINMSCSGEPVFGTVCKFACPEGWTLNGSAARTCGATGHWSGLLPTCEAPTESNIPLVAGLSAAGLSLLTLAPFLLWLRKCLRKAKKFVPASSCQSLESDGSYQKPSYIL
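Material: HUVEC primary endothelial cells; Amount: 3,000 cells per well; Dosing: single concentration; Medium: EGM-2 growth medium on 0.1% gelatin-coated wells; Read-out basis: percent E-selectin-positive cells; Signal: immunofluorescence imaging; Control set: TNF-alpha, DMSO.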
Xi reactivation: reactivates the inactive X chromosome in mouse fibroblasts. XiGFP mouse fibroblasts, % GFP-positive cells imaging, 3 d; cells co-treated with 5-aza-dC sensitizer; scaled so ellipticine positive control = 100%. activation, % at 7.58 µM. 360,000 compounds, 0.055% hits. AID 743238;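 active means mean normalized replicate activation at least 10% and every replicate at or above 10%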;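 further: 0% = median of on-plate neutral control wells and 100% = ellipticine 6 µM median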
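System: 68-5-11 XiGFP fibroblast line; Timing: 3 days compound exposure; Compound dosing: one concentration, pinned; Benchmarks: positive control ellipticine, 6 µM final; Buffer or medium: DMEM containing 5-aza-dC.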
RAD54 inh: RAD54 (human) branch migration inhibition. 360,000 compounds, 0.14% hits. inhibition, % at 10.4 µM. AID 602329. Q92698. RAD54 Holliday junction branch migration, FAM/BHQ fluorescence;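 active means mean normalized replicate activity at least 40 and at least half of replicates scoring 40 or more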;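 further: 0% = median of neutral control wells and 100% = median of positive control wells; inhibitors cause a drop in the FAM fluorescence signal; in these data hits start at about 50%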
ERAP1 HTS inh: blocks human ERAP1 aminopeptidase activity; Q9NZ08; recombinant ERAP1, Leu-AMC fluorescence, 60 min; inhibition, % at 10.7 µM; 340,000 compounds, 0.15% hits; AID 652197;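 active means mean replicate inhibition of at least 30%, or all replicates individually reaching that 30% level; inactive means mean below 30% and not every replicate reaching it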;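 further: 0% = neutral control wells and 100% = L-leucinethiol positive control wells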
ERp5 inh: blocks human ERp5 reductase activity on insulin; 350,000 compounds, 0.05% hits; ERp5 insulin aggregation, absorbance 650 nm, 90 min; inhibition, % at 9.99 µM; Q15084; AID 651711;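 active means mean replicate inhibition above about 25%, with every replicate also reaching it, limit read from the data, passing the limit was not always enough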
Target sequence (Q15084 whole entry, looked up): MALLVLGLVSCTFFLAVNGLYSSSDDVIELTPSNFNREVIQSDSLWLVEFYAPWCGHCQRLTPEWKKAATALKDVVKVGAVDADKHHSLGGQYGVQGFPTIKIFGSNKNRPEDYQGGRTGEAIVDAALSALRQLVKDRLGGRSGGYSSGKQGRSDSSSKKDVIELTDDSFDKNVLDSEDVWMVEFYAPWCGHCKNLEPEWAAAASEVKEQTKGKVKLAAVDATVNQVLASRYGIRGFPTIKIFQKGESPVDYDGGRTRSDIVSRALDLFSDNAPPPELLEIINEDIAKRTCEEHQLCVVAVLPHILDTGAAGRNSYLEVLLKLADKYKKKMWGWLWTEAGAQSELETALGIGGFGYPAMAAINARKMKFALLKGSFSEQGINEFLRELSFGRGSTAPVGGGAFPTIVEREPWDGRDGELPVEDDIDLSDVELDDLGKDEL
RAD52 anneal inh: blocks human RAD52 DNA annealing; recombinant RAD52 DNA annealing, FRET fluorescence; inhibition, % at 18.7 µM; 360,000 compounds, 0.46% hits;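 active means every replicate showing at least 50% inhibition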
Numbers without * were called inactive; / = not tested or not shown; & = joins results of further samples.

SMILES	S100A4 MyoIIA	esBAF inh	E-sel inducer	Xi reactivation	RAD54 inh	ERAP1 HTS inh	ERp5 inh	RAD52 anneal inh
CCN(c1cccc(C)c1)S(=O)(=O)c1nnc(NC(=O)c2ccco2)s1	-5	-4	3.5	0.3	-8	-3	9	-10
CC1(C)c2[nH]c3ccccc3c2C[C@@H]2C(=O)N(Cc3ccc(F)cc3)C(=O)N21	11	/	1.0	-0.3	7	2	3	-8
COc1ccc(-c2sc3ccccc3c2/C=C/c2ccc(N)cc2)cc1	-6	18	0.0	0.1	5	-2	5	-18
O=C(CN1C(=O)C(=O)N(Cc2ccccc2)C1=O)Nc1ccc(OC(F)F)cc1	5	-7	-0.2	-0.1	3	-4	5	3
COc1ccc(-c2csc(NC(C)c3nc4cc(C(=O)NCCCO)ccc4n3Cc3ccc(C)cc3)n2)cc1 (centres undefined)	-6	22	0.1	0.1	9	0	-5	-93
CN(C)c1nc2c(N)ncnc2n1C1OC(CO)C(O)C1O (centres undefined)	-7	0	-0.5	-0.1	-9	4	4	1
O=[N+]([O-])c1cccc(-c2ccc(/C=N/n3c(-c4ccccc4)n[nH]c3=S)o2)c1	-1	/	/	0.0	6	-3	0	-36
Cc1ccc(-c2n[nH]c(=S)nc2-c2ccc(C)cc2)cc1	-2	/	-0.1	0.0	/	-1	0	-6
CC(=O)c1ccc(-n2cc(C#N)c(=O)[nH]c2=O)cc1	3	-19	0.2	0.0	/	-2	3	-3
COC(=O)C[C@@H]1CC[C@@H]2[C@@H](COc3ccc(NC(=O)c4cnccn4)cc3C(=O)N2C)O1	4	-4	-0.1	0.2	-8	-2	-6	-11
CN(C)C(=O)C[C@H]1CC[C@@H]2[C@H](COC[C@@H](O)CN2CC2CC2)O1	-1	-4	0.2	0.1	-4	-6	1	-7
COc1ccc(-c2ccc3nnc(SCC(N)=O)n3n2)cc1	-8	/	/	0.0	/	1	0	-6
COc1cccc(/C=N/N2CCN(C3c4ccccc4-c4ccccc43)CC2)c1O	-1	3	0.1	-0.1	-1	/	2	3
Cc1cc2c(cc1C)CSC(c1ccc(O)cc1)SC2	-2	-6	/	/	5	-5	4	0
C[C@H](CO)N1C[C@H](C)[C@H](CN(C)C(=O)CCCN(C)C)OCCCC[C@H](C)Oc2ccc(NS(=O)(=O)c3ccccc3)cc2C1=O	7	-5	0.1	0.6	0	1	-3	17
CCOc1cc(C2CC(=O)NC(SCC)=C2C#N)ccc1O (centres undefined)	-9	4	0.0	0.0	9	1	1	8
CC(=O)NC[C@@H]1[C@H](c2ccc(-c3ccccc3)cc2)[C@H](CO)N1C(=O)C1CC1	1	-6	0.0	0.1	9	2	-3	-10
COc1ccccc1N(C)S(=O)(=O)c1ccc(C(=O)Nc2nccs2)cc1	-3	3	-0.4	-0.6	3	0	0	-11
O=C(C[C@H]1C/C=C\CC[C@H](Cc2ccc(F)cc2)C(=O)OC[C@@H]2CCCN2C1=O)N[C@H](CO)Cc1ccccc1	1	-3	0.9	0.0	-8	-3	2	-7
O=C(N/N=C/c1ccc(-c2ccc(Br)cc2)o1)c1ccc2c(c1)OCO2	-4	6	3.6	0.0	0	-3	1	-45
O=C(CC(c1ccccc1)c1ccccc1)Nc1ccc(O)cc1	-4	0	/	-0.1	-3	-2	1	-11
CC(=Nc1ccccc1)C1=C(O)COC1=O	-3	-3	/	/	1	2	4	-2
CC(=O)N(C)C[C@@H]1Oc2ncc(-c3ccccc3C)cc2C(=O)N([C@H](C)CO)C[C@H]1C	1	6	0.1	0.2	11	-4	-6	9
CC(C)(CN1CCN(C(c2ccccc2)c2ccccc2)CC1)NS(=O)(=O)c1ccccc1	8	/	/	-0.1	2	3	-1	-11
O=C(Cn1ncc2ccccc2c1=O)Nc1cccc(C(F)(F)F)c1	-1	-1	-0.2	0.1	7	12	3	-6
O=C(c1ccco1)N1CCC(c2nc3ccccc3[nH]2)CC1	0	5	/	-0.1	6	-1	-2	-10
COc1c(F)cccc1C1=CC(=O)C[C@H](c2ccc3c(c2)OCO3)C1	-2	10	0.2	-0.2	-6	0	5	2
COc1cccc(NC(=O)N(C)C[C@@H]2OCc3cn(nn3)CCCC(=O)N([C@H](C)CO)C[C@H]2C)c1	2&-4&-11	-2&0&0	-0.2&0.0	0.1&-0.5	-1&5&-6	-1&-1&2	2&-1&2	-9&17&-11
C[C@@H]1CCCCO[C@@H](CN(C)C(=O)NC2CCCCC2)[C@H](C)CN([C@H](C)CO)C(=O)c2cc(NS(=O)(=O)c3ccc(F)cc3)ccc2O1	-11	2	/	0.0	2	-3	9	20
CCOC(=O)CCCC(=O)N1CCOCCOCCOCC1	1	/	11	0.2	/	2	5	-6
O=C(CC1NCCNC1=O)Nc1cc(Cl)cc(Cl)c1 (centres undefined)	-4	-2	/	0.0	4	5	-3	-18
C[C@@H]1CN([C@@H](C)CO)S(=O)(=O)c2ccc(C#CCC3CCCC3)cc2O[C@@H]1CN(C)C(=O)CC1CC1	-5	2	-0.3	-0.2	12	1	0	17
COCc1cn(CC[C@H]2CC[C@H](NC(=O)Cc3cccnc3)[C@@H](CO)O2)nn1	-4	2	-0.4	-0.4	-6	-3	5	-9
CCc1ccc(NC(=O)CS(=O)CC(=O)NCCCc2ccccc2)cc1 (centres undefined)	3	-3	/	/	-2	5	-42	4
Nc1cc(Cl)ccc1Nc1ccncc1	1	2	-0.1	0.0	-1	2	0	13
CCOC(=O)C1CCN(S(=O)(=O)c2ccc(Cl)nc2)CC1	-5	/	/	-0.1	7	3	5	-9
CCn1c(COc2ccccc2C)nnc1SCC(=O)N1CCN(c2ccccc2)CC1	-11	8	/	/	4	-2	-2	-41
COc1ccc(-c2csc(NC(=S)NC(=O)c3ccco3)n2)cc1Br	-23	6	/	0.2	-8	4	11	-3
O=C(NCC1CCCO1)c1cc2cc(Cl)ccc2[nH]1 (centres undefined)	4	11	/	0.0	1	-3	2	-8
O=C(CN1CCOCC1)N/N=C/c1cccc2ccccc12	-2	9	/	0.0	0	1	-1	-4
O=C(Nc1ccccc1C(=O)Nc1cccnc1)c1ccccc1	-12	13	/	0.0	8	12	3	-24
Cc1ccc(C)c(COC(=O)CCN=C2NS(=O)(=O)c3ccccc32)c1	-3	1	0.6	0.0	-2	0	-6	-8
COc1cc(CCC(=O)N2CCN(c3ncccn3)CC2)cc(OC)c1OC	-6	/	/	0.1	-1	-4	-2	-3
CC(Oc1ccc(C#N)cc1)C(=O)N1CC=C(c2ccccc2)CC1 (centres undefined)	1	/	-0.2	0.1	3	0	0	-24
Cc1ccc(S(=O)(=O)N(C)C[C@H]2OCCCC[C@H](C)Oc3ccc(NC(=O)NC(C)C)cc3C(=O)N([C@H](C)CO)C[C@@H]2C)cc1	1	-6	-0.1	0.4	4	1	0	-5
N/C(=N\OCc1ccccc1)c1nonc1N	3	/	/	-0.1	/	1	-4	-9
O=C(Nc1ccccn1)c1nc(-c2ccccc2)n(-c2ccccc2)n1	0	/	/	0.0	/	8	2	-15
CCc1ccccc1N1C(=O)C(Cl)=C(N2CCOCC2)C1=O	-4	6	/	-0.1	1	-3	0	-25
C[C@@H]1CN([C@H](C)CO)C(=O)CCCn2cc(nn2)CO[C@H]1CN(C)C(=O)Nc1ccc2c(c1)OCCO2	3&-2&-8	20&24&15	1.1&0.0	0.3&-0.1	9&7&-6	4&3&-1	9&-1&-3	-4&7&1
CN1C(=O)c2cc(NC(=O)Cc3cccs3)ccc2OC[C@H]2O[C@H](CC(=O)N[C@@H]3CCN(Cc4ccccc4)C3)CC[C@H]21	6	-5	0.1	0.1	8	0	0	22
CCOC(=O)c1ccc(-c2ccc(-c3cc(=O)oc4cc(OC)c(OC)c(OC)c34)cc2)cc1	-3	7	-5.8	0.0	-16	/	3	-19
O=C(NCc1ccc2c(c1)OCO2)[C@@H]1[C@@H](CO)[C@@H]2Cn3c(cccc3=O)[C@H]1N2Cc1cncnc1	6	3	1.9	0.0	4	-3	-3	-1
Cc1ccc2nc(SCC(=O)c3ccc(Cl)cc3)nc(=O)n2c1	-2	5	0.0	1.0	-4	-3	-4	-6
CC(=O)N1N=C(c2ccc(C)cc2)CC1c1ccco1 (centres undefined)	1	23	/	0.0	-11	2	2	-16
CCN(CC)S(=O)(=O)c1cccc(C(=O)NCCc2ccccc2)c1	-1	40	/	/	4	-1	2	-3
CCC(=O)Nc1ccc2c(c1)C(=O)N(C)C[C@@H](OC)[C@@H](C)CN(CCC(F)(F)F)[C@H](C)CO2	-3	0	0.1	0.2	-4	4	2	13
O=C(c1cc(C2CC2)nn1-c1ccccc1)N1CCN(c2ccccn2)CC1	-2	-5	0.1	0.0	-4	-1	1	-6
COc1ccc(CCN2C(=O)[C@@]3(Cc4ccccc42)c2ccccc2C(=O)N(Cc2ccccc2C(F)(F)F)[C@H]3c2ccc(CO)cc2)cc1	-9	/	/	/	3	-2	5	-13
CO[C@H](CN(C)C(=O)c1ccccc1F)[C@H](C)CN([C@@H](C)CO)S(=O)(=O)c1ccc(F)cc1	2	6	0.2	0.1	-10	0	-1	-2
O=C(NCCCN1CCCC1=O)C(=O)NCC1OCCCN1S(=O)(=O)c1cc(F)ccc1F (centres undefined)	-1	/	0.0	0.0	-3	-1	1	-4
(next part)
SMILES	S100A4 MyoIIA	esBAF inh	E-sel inducer	Xi reactivation	RAD54 inh	ERAP1 HTS inh	ERp5 inh	RAD52 anneal inh
CC(C)N1C(=O)C(=O)N(CC(=O)N2c3ccccc3CC2C)C1=O (centres undefined)	-1	-3	0.6	0.1	8	-4	0	-9
COCC(=O)Nc1ccc2c(c1)OC[C@H](C)N(C(=O)c1cnccn1)C[C@@H](C)[C@@H](OC)CN(C)C2=O	-2	-1	-0.1	0.0	2	2	4	-14
C[C@@H]1CN([C@H](C)CO)C(=O)CCCn2nncc2CO[C@H]1CN(C)S(=O)(=O)c1ccc(Oc2ccccc2)cc1	-5&-20	-5&-7	-0.1	0.2&-0.1	8&-1	3&0	5&0	-7&20
CCOc1ccc(CCNC(=O)C(C)n2nc(C)c3c(C)n(-c4ccccc4)nc3c2=O)cc1 (centres undefined)	-1	5	/	0.1	1	2	5	-17
COC(=O)CNC(=O)c1cc(-c2ccncc2)nc2c(C)c(Cl)ccc12	-5	-6	/	0.1	20	2	8	-24
O=C(O)C/C(=C\c1ccc(Cl)cc1)c1nc2ccccc2o1	-8	/	/	0.1	-4	5	7	-7
Cc1cc(C)cc(OCC(=O)Nc2ccncc2)c1	10	-5	/	0.1	6	0	0	-3
O=C(C[C@@H]1CC[C@@H](NC(=O)C2CCC2)[C@@H](CO)O1)NC1CCCCC1	1	-3	-0.3	0.2	2	-1	0	-2

Five successive compounds from above, quoted:
SMILES	S100A4 MyoIIA	esBAF inh	E-sel inducer	Xi reactivation	RAD54 inh	ERAP1 HTS inh	ERp5 inh	RAD52 anneal inh
CCOc1ccc(CCNC(=O)C(C)n2nc(C)c3c(C)n(-c4ccccc4)nc3c2=O)cc1 (centres undefined)	-1	5	/	0.1	1	2	5	-17
COC(=O)CNC(=O)c1cc(-c2ccncc2)nc2c(C)c(Cl)ccc12	-5	-6	/	0.1	20	2	8	-24
O=C(O)C/C(=C\c1ccc(Cl)cc1)c1nc2ccccc2o1	-8	/	/	0.1	-4	5	7	-7
Cc1cc(C)cc(OCC(=O)Nc2ccncc2)c1	10	-5	/	0.1	6	0	0	-3
O=C(C[C@@H]1CC[C@@H](NC(=O)C2CCC2)[C@@H](CO)O1)NC1CCCCC1	1	-3	-0.3	0.2	2	-1	0	-2
